Bioassay records (PubChem)
S-ASM inh = human S-ASM enzyme inhibition; hit rate 0.006% among 340,000; Potency, µM (doses to about 57.5 µM), for inactives: top-dose activity change, negative = inhibition, hits mostly inhibitors; placental ASM, HMU-PC fluorogenic substrate, 60 min; P17405; also: potency is read from the fitted curve at half-maximal effect
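Steps: dispense placental human ASM, pin compound, wait 10 min at room temperature, add HMU-PC0 substrate at 9 uM final, incubate 60 min at 37 °C, add stop solution raising pH to 10, read fluorescence.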
KCNH2 3.1 inh = KCNH2 3.1 (human) potassium channel inhibition; hit rate 0.95% among 340,000; activity change, % (tested at about 1.8 µM); U2OS KCNH2 3.1, thallium flux FluxOr; hits give low values;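 active = maximum activity change below -70%; inconclusive = maximum activity change from -70% to -50%; inactive = maximum activity change above -50%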;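 also: thallium influx rate constant from kinetic fluorescence after stimulation buffer; % is scaled to controls: 0 for no effect and ±100 for the full control effect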
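Thallium flux read-out: FluxOr dye with Red40 quencher in HBSS/HEPES, 45 min at RT. Rate constants from kinetic reads were normalized to positive and negative DMSO controls. Cells: U2OS virally expressing the 3.1 isoform.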
Coupling enz = counter-screen for Giardia aldolase inhibitors: coupling enzyme system; activity change, negative = inhibition, % at 58.2 µM, hits read low; AID 2472; hit rate 0.67% among 290,000; coupling enzyme system counterscreen, AmpLite Red fluorescence; in the data active = activity change below about -30%; also: % is scaled to controls: 0 for no effect and ±100 for the full control effect
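Counterscreen lacking aldolase: glyceraldehyde-3-phosphate coupling-enzyme reagent preincubated 10 min at RT with compound (at 57.5 uM final), then substrate/coupling system with AmpLite Red added; fluorescence read at 525/598 nm after 20 min RT.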
AT treatment = candidate therapy for ataxia-telangiectasia; […] A-T fibroblasts, KAP-1 phosphorylation AlphaLISA; neocarzinostatin DNA damage 30 min before lysis; hit rate 0.19% among 320,000; Potency, µM (top dose mostly 57.5 µM), for the others: at the highest dose activation, usual class: activators; AID 485349; also: potency is read from the fitted curve at half-maximal effect; % of control where 0% means no effect; nearly all actives have a fitted effect of over 45% in size
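ATM-like activity read as KAP-1 phosphorylation via AlphaLISA donor/acceptor antibody pairs after lysis and 6 hr at 25C. Cells were ATM-null patient fibroblasts ([…], hTERT), dosed 60 min, then exposed to the DSB inducer NCS for 30 min.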
Integrin act MD = activators of alpha7 integrin expression for muscular dystrophy | alpha7betagal myoblasts, beta-gal FDG fluorescence, 48 h | AID 624291 | Potency, µM (doses to about 38.3 µM), without a hit: top-dose activation, most hits filed as activators | hit rate 0.064% among 350,000;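 also: potency is read from the fitted curve at half-maximal effect; 100% = response of the positive control SU9516; nearly all actives have a fitted effect of over 60% in size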
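alpha7betagal+/- myoblasts (passage 13, 250/well) treated 48 h at 37C with compounds at 1:260 dilution of DMSO stock. Lysed, then beta-galactosidase activity read as FDG fluorescence (ex 480/em 540) after 30 min, with pre-read for autofluorescence.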
MBNL1 CUG block = inhibitors of human MBNL1 binding to CUG repeat RNA; Potency, µM (series often up to 57.5 µM), for inactives: top-dose activity change, negative = inhibition, actives largely listed as inhibitors; hit rate 0.036% among 280,000; TR-FRET MBNL1-His/biotin-(CUG)12 binding, 665/545 ratio; Q9NR56; AID 2675; active = well fitted inhibition curve with a large enough effect in the signal ratio, with a control signal flat, not every such curve was filed as active; inconclusive = small, poorly fitted or top-dose-only effect, or effect the other way, or a change in a side signal; inactive = no such curve, though single readings can be large or run the other way; the % refers to the signal ratio; also: potency is read from the fitted curve at half-maximal effect; % is scaled to controls: 0 for no effect and ±100 for the full control effect
Target sequence (Q9NR56 whole entry, looked up): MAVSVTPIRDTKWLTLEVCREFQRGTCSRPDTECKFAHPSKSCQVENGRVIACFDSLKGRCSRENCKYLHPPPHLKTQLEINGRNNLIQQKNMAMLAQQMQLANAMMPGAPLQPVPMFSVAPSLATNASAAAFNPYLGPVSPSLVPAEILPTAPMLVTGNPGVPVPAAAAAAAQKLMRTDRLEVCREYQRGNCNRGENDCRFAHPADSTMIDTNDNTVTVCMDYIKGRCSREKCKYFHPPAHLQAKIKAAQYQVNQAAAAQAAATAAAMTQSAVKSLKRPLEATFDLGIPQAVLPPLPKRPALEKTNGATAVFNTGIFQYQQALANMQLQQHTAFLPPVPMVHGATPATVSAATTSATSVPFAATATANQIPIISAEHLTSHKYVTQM
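TR-FRET between His-tagged MBNL1 and biotin-(CUG)12 RNA, detected with Tb anti-His antibody (0.055 ng/ul) and streptavidin-XL665 (5 nM), 60 min at room temperature. Compounds titrated 92 nM to 58 uM; 665/545 nm ratio normalized to buffer and complex controls.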
CXXC DNA block = inhibitors of human MLL CXXC domain-DNA interaction | MLL-CXXC / FITC-HOXA9 DNA fluorescence polarization | Potency, µM (titrated, usually from 115 µM), for the others: at the top dose activity change, negative = inhibition, actives largely listed as inhibitors | hit rate 0.037% among 290,000 | AID 2662; active = well fitted inhibition curve with a large enough effect in the polarisation, with a control signal flat, not every such curve was filed as active; inconclusive = small, poorly fitted or top-dose-only effect, or effect the other way, or a change in a side signal; inactive = no such curve, though single readings can be large or run the other way; the % refers to the polarisation; also: potency is read from the fitted curve at half-maximal effect
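Fluorescence polarization: 7 uM MLL-CXXC (stock) preincubated 5 min with compounds, then 50 nM fluorescein-HOX-A9 DNA (stock) added; 30 min ambient. Buffer 50 mM Tris-HCl pH 7.5, 50 mM NaCl, 1 mM DTT, 0.05% BSA.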
TRPV1 ag = human TRPV1 agonism; Q8NER1; TRPV1-expressing cells, Fluo-8 calcium influx, agonist mode; activation, % at 8.33 µM; hit rate 0.19% among 320,000; AID 540275; in the data active = activation above about 80%; inconclusive = between about 30% and that limit; also: 0% is about no effect
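Cells expressing TRPV1 were dye-loaded with Fluo-8 and read kinetically: 10 s baseline, 3 min after compound (agonist portion), then 2 min after EC20 capsaicin (allosteric enhancer portion). Calcium-bound dye fluorescence at 480/520 nm.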
hERG WT inh = inhibitors of human wildtype KCNH2 potassium channel; Q12809; U2OS, BacMam KCNH2, thallium flux FluxOr; hits give low values; activity change, % at 1.84 µM; hit rate 0.37% among 340,000; AID 720551;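 active = maximum activity change below -70%; inconclusive = maximum activity change between -70% and -50%; inactive = maximum activity change above -50%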; also: % is scaled to controls: 0 for no effect and ±100 for the full control effect
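U2OS cells transduced with wild-type KCNH2 virus are loaded with FluxOr dye for 45 min, and thallium flux is measured in kinetic reads before and after stimulation buffer. Rate constants are normalized to DMSO controls.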
GALK inhibitor = inhibitors of human galactokinase; Purified GALK, Kinase-Glo residual ATP luminescence; hit rate 0.007% among 270,000; Potency, µM (doses to about 57.5 µM), without a hit: top-dose activity change, negative = inhibition, hits mostly inhibitors; also: potency is read from the fitted curve at half-maximal effect; % is scaled to controls: 0 for no effect and ±100 for the full control effect
Target sequence (P51570 whole entry, looked up): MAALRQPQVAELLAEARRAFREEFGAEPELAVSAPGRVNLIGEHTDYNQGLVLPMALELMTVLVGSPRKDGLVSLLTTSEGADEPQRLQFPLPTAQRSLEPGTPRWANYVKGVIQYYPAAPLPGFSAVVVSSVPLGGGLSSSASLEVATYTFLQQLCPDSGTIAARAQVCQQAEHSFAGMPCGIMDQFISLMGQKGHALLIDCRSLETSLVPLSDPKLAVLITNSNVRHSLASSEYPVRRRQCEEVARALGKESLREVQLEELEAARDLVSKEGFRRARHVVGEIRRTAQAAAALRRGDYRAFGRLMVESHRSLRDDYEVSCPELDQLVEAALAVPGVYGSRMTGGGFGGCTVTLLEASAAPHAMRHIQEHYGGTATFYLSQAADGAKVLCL
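The enzyme phosphorylates galactose (100 uM) using ATP (35 uM); inhibition is detected as higher residual ATP, quantified by bioluminescence after 1 h reaction at room temperature, pH 8.0.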
An asterisk follows results filed as active; i = inactive; u = inconclusive; x = no result given; [ ] = dose if it differs, or a comment. Unless noted, calls follow the shape of the dose curve; as a rule, active = well fitted curve in the direction sought with a large enough effect; inconclusive = small, poorly fitted or top-dose-only effect, or another doubt; inactive = no such curve, though single readings can be large; an effect the other way counts as inactive or inconclusive.

SMILES | MBNL1 CUG block | GALK inhibitor | Coupling enz | AT treatment | CXXC DNA block | TRPV1 ag | Integrin act MD | S-ASM inh | hERG WT inh | KCNH2 3.1 inh
O=[N+]([O-])c1cccc(C(=Nc2ccccc2Cl)NO)c1 | 19% | -1% | -8 | 3% | 3% | 17 | 13% | -2% | -15 | -2
COc1ccc(CCN2C(=O)c3ccccc3C2(O)c2ncc[nH]2)cc1OC (stereo not given) | u | 0% | 4 | -1% | 11% | 1 | 16% | -2% | -2 | 8
N#Cc1ccccc1CSCCNC(=O)Cc1c(F)cccc1Cl | -7% | -1% | 4 | 0% | 0% | 24 | -30% | 0% | 4 | -8
CC(C)C(=O)c1cn(CC(=O)O)c2ccccc12 | -10% | 4% | 0 | 1% | 19% | 3 | 17% | 14% | -3 | 4
CC1=C(c2ccccc2)[N+](=O)C2(CCCCC2)N1[O-] | -6% | 2% | 1 | -5% | 1% | -3 | 9% | 2% | -7 | 1
C/C(N)=C(/C#N)C(=O)COC(=O)c1cc(-c2ccc(C)cc2)nc2ccccc12 | 23% | -3% | -1 | 12% | 9% | 29 | 7% | 7% | -4 | 1
Cc1ccc(C(=O)N[C@H](C(=O)Nc2ccc(F)cc2)C(C)C)cc1 | -8% | 0% | 2 | 5% | u | u | -9% | 4% | -5 | 4
Cc1cc(N)n(-c2ccc3ccccc3c2)n1 | -4% | 1% | 0 | 6% | 2% | -4 | u | 0% | 11 | -3
CCOC(=O)N1CCC(NCc2c(C(=O)N(C)Cc3ccccc3)nc3ccccn23)CC1 | -1% | 0% | 3 | 13% | 4% | -9 | -37% | 1% | i | 26
O=C(Nc1nnc(SCCN2CCOCC2)s1)C1CC(=O)N(c2ccccc2)C1 (stereo not given) | -3% | 1% | -4 | -2% | u | 0 | 2% | -1% | -3 | 9
O=C(NCCc1ccccc1)c1ccc2nc3cc(Cl)ccc3c(=O)n2c1 | 3% | x | -1 | 6% | 5% | 1 | u | 67%[activator] | -5 | -16
Cc1nn(-c2ccccc2)c2[nH]c(=O)c(CNc3ccc(N4CCOCC4)cc3)cc12 | 1% | 1% | -18 | -3% | -13% | 3 | 17% | -1% | -1 | 16
Cc1ccc(CN(c2ccc(C(=O)N3CCc4ccccc4C3)cc2)S(C)(=O)=O)cc1 | -4% | -3% | -2 | 5% | 0% | 29 | -7%[7.66 µM] | -10% | -5 | -11
O=C(Cc1ccc2c(c1)OCCO2)Nc1cccc(S(=O)(=O)N2CCOCC2)c1 | x | x | x | -3% | x | 5 | 3% | 1% | 0 | -9
C=CCn1c(SCC#N)nc2sc(CC)cc2c1=O | -2% | -2% | 3 | -4% | 7% | 0 | -12% | 1% | -8 | 38
O=C(NNC(=O)C(O)c1ccccc1)NC1CCCCC1 (stereo not given) | -3% | 2% | x | 13% | 6% | 0 | -16% | 1% | -1 | 8
CN1c2ccc([N+](=O)[O-])cc2N(C)C1(C)c1ccccc1 (stereo not given) | u | 0% | -3 | -7% | -27% | 12 | 0% | -12% | -8 | -2
Cn1cc(C(=O)c2ccccc2)cc1-c1nc2ccccc2n1C | 1% | 0% | -1 | -3% | 3% | 1 | -10% | 3% | 12 | 2
Cc1cc(NC(=O)COC(=O)c2ccc(S(=O)(=O)N3CCCC3)cc2)no1 | -4% | -2% | 0 | 5% | -4% | 0 | -38% | 2% | 1 | -25
CC(C)Cn1c2c(c(=O)[nH]c1=O)C(C(F)(F)F)(C(F)(F)F)N=C(CCC1CCCCC1)N2 | -6% | -3% | -2 | 8% | -5% | 1 | -18% | -3% | -3 | 9

Some of the entries so far, with values under each structure.
Each structure is followed by: MBNL1 CUG block | GALK inhibitor | Coupling enz | AT treatment | CXXC DNA block | TRPV1 ag | Integrin act MD | S-ASM inh | hERG WT inh | KCNH2 3.1 inh
- Cc1ccc(CN(c2ccc(C(=O)N3CCc4ccccc4C3)cc2)S(C)(=O)=O)cc1
    -4% | -3% | -2 | 5% | 0% | 29 | -7%[7.66 µM] | -10% | -5 | -11
- CC(C)Cn1c2c(c(=O)[nH]c1=O)C(C(F)(F)F)(C(F)(F)F)N=C(CCC1CCCCC1)N2
    -6% | -3% | -2 | 8% | -5% | 1 | -18% | -3% | -3 | 9
- CCOC(=O)N1CCC(NCc2c(C(=O)N(C)Cc3ccccc3)nc3ccccn23)CC1
    -1% | 0% | 3 | 13% | 4% | -9 | -37% | 1% | i | 26

(cont.)
SMILES | MBNL1 CUG block | GALK inhibitor | Coupling enz | AT treatment | CXXC DNA block | TRPV1 ag | Integrin act MD | S-ASM inh | hERG WT inh | KCNH2 3.1 inh
Cc1onc(-c2c(F)cccc2Cl)c1C(=O)OCc1cnc(Cl)s1 | -2% | 1% | -1 | 1% | 0% | 20 | 0% | 2% | -24 | -7
Cc1cccc(C(=O)NCC(=O)OCC(=O)N2CCc3ccccc32)c1 | x | 2% | -7 | 2% | 12% | 3 | 0% | 4% | 5 | -13
C=CCNC(=S)NNC(=O)c1ccc(=O)n(Cc2ccccc2)c1 | -6% | 0% | 0 | 10% | -25% | 6 | -8% | 5% | -9 | -12
Cn1cncc1C#Cc1ccc2cc(CCO)oc(=O)c2c1 | x | x | x | 4% | x | 1 | -4% | 46%[activator] | -3 | 12
COc1ccc(NC(=O)CCc2nnc3ccc(NCc4ccco4)nn23)cc1OC | 10% | -6% | x | 7% | 9% | -1 | 7% | -4% | -1 | 5
CCOc1cc(C(=O)OC(C(=O)NC(=O)NC)c2ccccc2)ccc1OCC(=O)N1CCOCC1 (stereo not given) | x | x | x | 22% | x | x | -19% | 2% | -3 | 4
CNC(=O)c1[nH]cnc1C(=O)Nc1ccc(Cl)cc1 | x | 4% | 1 | -8% | -6% | x | -30% | 3% | -9 | 4
COc1cccc(OC)c1C(=O)Nc1cccnc1 | -7% | 0% | 1 | 2% | 3% | 0 | -8% | 1% | x | 8
O=C(NN=Cc1cccc([N+](=O)[O-])c1)c1cccc2ccccc12 | x | x | x | x | x | x | 11% | 1% | -13 | -19
CC(C)[C@H](NC(=O)c1ccc(C(C)(C)C)cc1)C(=O)N1CCN(Cc2ccc3c(c2)OCO3)CC1 | x | x | x | -11% | x | x | -43% | 5% | 4 | -32
O=C(Nc1cccc(Cl)c1)/C(=C\c1cccnc1)NC(=O)c1ccco1 | 0% | 2% | 1 | 0% | 1% | -2 | -6% | 4% | -17 | 6
CC1CCC(NC(=O)COC(=O)c2cccnc2Cl)CC1 (stereo not given) | x | x | x | -1% | x | 2 | -2% | 4% | -18 | 19
N#CCn1c2ccccc2c2nc3ccccc3nc21 | -2% | 7% | 1 | 2% | 1% | 23 | 5% | 115%[activator] | -4 | 10
CCc1sc(C(=O)Nc2ccc(F)cc2C)cc1C | -21% | 0% | 0 | -6% | -1% | u | 21% | 1% | 6 | -10
Cn1nc(-c2ccccc2)cc1NC(=O)c1ccc(Cl)cc1 | x | x | x | 8% | x | -3 | 3% | -2% | -3 | -7
Cc1cc(C)n(-c2ccc(Oc3ccccc3)c(S(=O)(=O)O)c2)n1 | -21% | -1% | 1 | -1% | -5% | 1 | -1% | 9% | -2 | 13
N#Cc1sc2nc3c(cc2c1N)CCCC3 | u | x | 1 | 14% | -2% | 9 | 1% | 159%[activator] | 2 | -15
CCOC(=O)c1cn(CC)c2cc(N3CCN(C)CC3)c(F)cc2c1=O | -3% | 2% | -1 | -4% | -2% | -4 | -17% | 6% | -4 | -5
CCNC(=O)NC(=O)C(C)OC(=O)CCCSc1nc2ccccc2s1 (stereo not given) | -9% | 2% | 2 | -12% | 0% | 4 | 0% | 1% | 17 | 7
COc1ccc(C(=O)Nc2ccncc2)c(OC)c1 | -6% | -3% | 1 | 1% | -9% | 0 | 0% | 4% | 8 | 5
O=c1c2ccccc2oc2ccc(-c3ccc4cc[nH]c4c3)cc12 | x | x | x | 0% | x | x | 0% | -9% | -3 | -3
CCCCN(C(=O)CNC(=O)c1ccco1)C(C(=O)NC1CCCCC1)c1ccc(OC)cc1OC (stereo not given) | -2% | -1% | 1 | -5% | -11% | 13 | -9% | 0% | -4 | 11
Cc1ccccc1-n1c(C)nc2ccccc21 | -4% | -1% | -2 | 3% | -2% | 3 | 0% | 0% | -5 | -29
COc1ccc(-c2oc(NC(C)=O)c(C#N)c2-c2ccc(OC)cc2)cc1 | 2% | 1% | 8 | 2% | 29% | 9 | -9% | -25% | -8 | 3
CN(CCc1cn[nH]c1)C(=O)C1CCC(=O)N(CC2CCCCC2)C1 (stereo not given) | u | 6% | 2 | -3% | -10% | -4 | -11% | 2% | -17 | 9
